Screens (PubChem)
pPAFAH FP inh – inhibitors of human plasma PAF acetylhydrolase (pPAFAH); Q13093; recombinant pPAFAH, FP-rhodamine probe fluorescence polarization; inhibition, % at 3.39 µM; 1.5% of 330,000 active;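 active = inhibition above the mean inhibition across the screen plus 3 SD, cut at about 25% in these data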;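 also: inhibitors block binding of the rhodamine activity-based probe so polarization drops; 0% = enzyme with DMSO and 100% = wells lacking pPAFAH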
PME-1 inh – blocks human protein phosphatase methylesterase 1. recombinant PME-1, FP-Rh probe fluorescence polarization. inhibition, % at 5.9 µM. AID 2130. Q9Y570. 0.53% of 320,000 active;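 active = inhibition above the campaign mean of all compounds plus 3 SD, cut at about 26% in these data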;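 also: competitive labeling of PME-1 active site by serine hydrolase directed probe; 0% = PME-1 with DMSO and 100% = wells lacking PME-1 enzyme; inhibitors block probe labeling so polarization falls and inhibition rises; many of its hits are not listed in these tables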
MEX-5 binding – C. elegans MEX-5 TCR-2 RNA binding activity; AID 1832; 0.38% of 300,000 active; MEX-5/FITC-TCR2 RNA binding, fluorescence polarization; hits give low values; activity score (negative = inhibition of binding), % at 10 µM; Q9XUB2;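 active = inhibition past about -25% in most replicates, and total fluorescence under double the plate's negative control median, limit read from the data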;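 also: 0% = DMSO and -100% = 5 µM competing unlabeled TCR2 RNA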
AHR act – activates the human aryl hydrocarbon receptor; AHR-responsive luciferase reporter cells, luminescence; P35869; activation, % at 5 µM; 2.5% of 320,000 active; in the data active = activation above about 47%;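 also: 0% = vehicle wells and 100% = reference agonist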
Target sequence (P35869 whole entry, looked up): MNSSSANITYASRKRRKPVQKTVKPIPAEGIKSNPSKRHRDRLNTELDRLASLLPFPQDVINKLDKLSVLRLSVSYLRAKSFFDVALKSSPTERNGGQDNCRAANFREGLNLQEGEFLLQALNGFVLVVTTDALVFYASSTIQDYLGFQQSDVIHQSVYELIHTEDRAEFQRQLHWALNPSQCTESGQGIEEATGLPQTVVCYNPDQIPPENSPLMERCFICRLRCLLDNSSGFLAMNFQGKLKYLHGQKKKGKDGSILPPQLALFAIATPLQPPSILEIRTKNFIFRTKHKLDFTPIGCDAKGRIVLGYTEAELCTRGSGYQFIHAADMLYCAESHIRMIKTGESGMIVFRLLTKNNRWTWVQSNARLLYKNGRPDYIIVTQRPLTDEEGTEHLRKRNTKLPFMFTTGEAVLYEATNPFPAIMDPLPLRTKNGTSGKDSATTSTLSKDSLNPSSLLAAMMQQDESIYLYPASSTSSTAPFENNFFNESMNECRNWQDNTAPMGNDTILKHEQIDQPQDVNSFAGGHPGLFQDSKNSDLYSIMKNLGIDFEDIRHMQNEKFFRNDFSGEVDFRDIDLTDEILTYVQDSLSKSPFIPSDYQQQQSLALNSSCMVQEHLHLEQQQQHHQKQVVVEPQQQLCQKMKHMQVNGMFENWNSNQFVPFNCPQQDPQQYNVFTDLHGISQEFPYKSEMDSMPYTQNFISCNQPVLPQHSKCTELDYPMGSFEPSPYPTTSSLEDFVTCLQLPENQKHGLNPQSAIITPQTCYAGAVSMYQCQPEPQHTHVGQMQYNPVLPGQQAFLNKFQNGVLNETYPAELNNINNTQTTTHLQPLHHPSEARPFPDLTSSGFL
PAFAH1B2 inh – inhibitors of human PAFAH1B2. recombinant PAFAH1B2, FP-rhodamine activity probe, fluorescence polarization. inhibition, % at 3.39 µM. 1.2% of 340,000 active. AID 492953;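 active = inhibition above the mean of all tested compounds plus 3 SD, cut at about 24% in these data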;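 also: 0% = enzyme with DMSO and 100% = wells lacking PAFAH1B2; many of its hits are not listed in these tables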
Target sequence (P68402 whole entry, looked up): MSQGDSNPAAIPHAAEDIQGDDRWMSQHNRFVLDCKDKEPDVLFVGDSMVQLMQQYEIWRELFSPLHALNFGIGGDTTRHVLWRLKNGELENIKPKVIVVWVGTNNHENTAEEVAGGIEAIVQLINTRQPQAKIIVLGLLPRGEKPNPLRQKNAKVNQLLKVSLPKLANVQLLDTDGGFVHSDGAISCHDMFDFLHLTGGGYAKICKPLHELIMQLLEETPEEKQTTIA
MCL1-BIM inh – inhibitors of human MCL1 binding to BIM-BH3 peptide. Q07820. GST-MCL1 / FITC-Bim-BH3 fluorescence polarization. inhibition, % at 10.9 µM. 0.68% of 320,000 active. AID 2057;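 active = inhibition above the mean inhibition of all tested compounds plus 3 SD, set per campaign, cut at about 40% in these data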;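 also: 0% = DMSO wells and 100% = unlabeled Bim-BH3 peptide control; higher means more loss of mP so more displacement of Bim peptide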
Bcl-xL primary – blocks human Bcl-xL binding to Bim BH3 peptide. GST-Bcl-xL / FITC-Bim BH3 peptide fluorescence polarization. inhibition, % at 10.9 µM. 0.7% of 320,000 active;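 active = inhibition above the mean of all tested compounds plus 3 SD, cutoff set per campaign, cut at about 30% in these data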;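 also: 0% = DMSO wells and 100% = unlabeled Bim-BH3 peptide competitor; inhibitors lower millipolarization by displacing the labeled peptide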
Fam108B counter – blocks mouse Fam108B hydrolase in RBBP9 counter-screen; recombinant Fam108B, FP-Rh probe fluorescence polarization; 0.33% of 300,000 active; inhibition, % at 9.51 µM; AID 1947;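 active = inhibition above the screen mean inhibition plus 3 SD, computed separately per campaign, cut at about 18% in these data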;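 also: inhibitors lower polarization as less probe binds the enzyme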
GLD-1 TGE inh – GLD-1-TGE RNA interaction inhibition (C. elegans) | inhibition, % at 5.96 µM | purified GLD-1 + fluorescein TGE RNA, fluorescence polarization | Q17339 | 0.44% of 320,000 active;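 active = percent inhibition above a per-plate cutoff, the plate mean of test compounds plus 3 SD, cut at about 30% in these data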;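 also: 0% = DMSO wells with GLD-1 and probe and 100% = wells lacking GLD-1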
Numbers without * were called inactive; x = not tested or not shown.

SMILES	pPAFAH FP inh	PME-1 inh	MEX-5 binding	AHR act	PAFAH1B2 inh	MCL1-BIM inh	Bcl-xL primary	Fam108B counter	GLD-1 TGE inh
Cn1c(SCC(=O)c2ccc(-c3ccccc3)cc2)nnc1-c1ccco1	30*	-6	2.1	2	4	0	2	2	1
CC(C)NC(=O)NC(=O)COC(=O)C1CCCN1C(=O)c1cccs1 (configuration not stated)	2	-2	0.3	-1	-3	-5	5	0	2
CCCSc1n[nH]c(NC(C)=O)n1	8	5	1.2	3	-1	15	8	-3	7
CCS(=O)(=O)N1CCC(NC(=O)C(Cc2cc(OC)ccc2OC)NC(C)=O)CC1 (configuration not stated)	1	-4	1.9	0	1	1	2	0	-4
CS(=O)(=O)c1ccc(NC(=O)C2CCCN(C(=O)c3ccc(Cl)cc3)C2)cc1 (configuration not stated)	4	5	x	2	1	-1	-2	x	-2
CCOCC(=O)N1CCN(Cc2ccc3c(c2)OCO3)CC1	-1	-6	-4.0	1	2	-10	3	-1	5
CC(NC(=O)/C=C/c1ccco1)c1nc2ccccc2n1Cc1ccccc1F (configuration not stated)	11	6	3.5	0	1	5	4	-1	3
COC(=O)CCCN1C(=O)c2cccc3cccc(c23)C1=O	-2	-1	0.2	-3	4	5	8	3	1
CC(=O)N/C(=C\c1ccc2c(c1)OCO2)C(=O)NC(C(=O)O)c1ccccc1 (configuration not stated)	1	4	2.0	0	-2	1	2	2	6
CCOc1ccc(NC(=O)c2c(NC(=O)CN3CCN(C)CC3)sc3c2CCC3)cc1	2	0	-1.6	10	0	5	0	2	5
C[C@H]1CN([C@@H](C)CO)C(=O)c2cccc(NC(=O)C3CC3)c2O[C@H]1CN(C)S(=O)(=O)c1ccccc1	0	x	x	-2	8	x	x	x	-1
CCC(=O)Nc1cccc(C2=NOC3(C2)C[C@@H](C(N)=O)N(C(=O)CC(c2ccccc2)c2ccccc2)C3)c1 (some centres not stated)	1	-1	-0.8	-1	3	8	8	-1	2
CCN(C(=O)COC(=O)c1nccnc1N)c1cccc2ccccc12	-1	x	x	-1	1	x	x	x	4
O=C(NCCNCCO)c1c(O)c2cccc3c2n(c1=O)CCC3	-5	7	0.2	58*	-1	10	9	0	-3
COC1CCCCC1Nc1cc(C)ccc1C (configuration not stated)	1	0	0.6	0	0	-6	4	2	4
COc1ccc(-c2cn(CCO)c(CCN)n2)cc1	2	-1	x	1	1	11	7	0	3
COC(=O)c1cccc(NC(=O)c2cc(OC)c(OC)c(OC)c2Br)c1	-4	-1	-2.3	4	0	0	2	1	3
C=CCN1C(=O)S/C(=C\c2ccc3c(c2)n(C)c(=O)n3C)C1=O	0	2	0.9	0	3	-19	-2	-3	-3
O=C(NCCCn1ccnc1)c1ccc(Br)cc1	5	1	3.4	12	4	9	5	0	2
COc1ccc(/C=N/NC(=O)c2ccc(Cl)cc2Cl)cc1COC(C)=O	-3	1	0.0	2	0	3	3	3	-4
COc1cc(CNc2cc(C)ccc2C)cc(OC)c1OC	0	-9	0.2	10	3	-1	4	0	7
O=C(COC(=O)CN1C(=O)c2ccccc2C1=O)Nc1cccc(F)c1	2	-5	x	0	2	2	2	x	5
CC(C)C(=O)Nc1cccc(C(=O)Nc2cc([N+](=O)[O-])ccc2F)c1	4	3	-1.0	-3	4	-2	2	0	11
COc1ccc(N(CC(=O)NCC2CCCO2)S(=O)(=O)c2c(C)noc2C)cc1 (configuration not stated)	1	-6	-0.4	-1	4	10	4	4	-1
OC(CNCc1ccccc1F)(c1ccc(F)cc1)c1ccc(F)cc1	-2	8	0.8	0	5	2	2	-1	-3
Cc1ccsc1/C=N/Nc1ccc(F)cc1F	5	3	0.2	4	1	-2	-2	5	2
Cc1cccc(Cn2c(C)nc3c(N)c(C)c(C)cc32)c1	4	2	0.2	2	5	7	6	3	-1
COc1ccccc1NS(=O)(=O)c1cc(C(=O)N2CCCCCC2)ccc1C	5	x	x	1	17	x	x	x	3
Cc1cc(C)nc(OC(=O)c2c(Cl)cc(Cl)cc2Cl)n1	-7	-3	1.4	4	6	7	4	-3	0
O=C(CCN1CCN(c2ccc(Cl)cc2)CC1)Nc1nccs1	4	0	-0.3	1	-1	-1	4	3	5
O=C(Cn1c(=O)n(-c2ccccc2)c(=O)c2oc3ccccc3c21)Nc1ccccc1	2	-6	1.9	2	2	-3	2	-1	1
COc1cc(NC(=O)c2cccnc2)ccc1NC(=O)c1ccccc1Cl	7	1	-1.1	-7	-1	-2	3	-2	-2
CCOCCCNC(=O)C(NC(=O)c1ccccc1O)c1ccc(Cl)cc1 (configuration not stated)	2	-8	0.8	0	7	-3	2	-1	0
CC(=O)NCC(=O)N[C@@H](CC(=O)OCc1ccccc1)C(=O)OCc1ccccc1	4	-1	1.2	-1	-1	14	9	1	2
CC(c1ccccc1)N1CC(C(=O)O)CC1=O (configuration not stated)	4	-2	-1.4	1	4	5	3	0	3
Clc1ccc(CN2CCN(c3ncnc4scc(-c5cccs5)c34)CC2)cc1	3	-9	1.9	4	12	-1	0	-2	4
COc1ccc(OCc2ccc(C(=O)NN)cc2)cc1	1	-4	0.2	1	0	-2	0	4	2
COc1ccc(OC)c2[nH]c(=O)c(CCNC(C)=O)cc12	-1	-1	0.0	2	2	-7	1	1	-3
O=C1OC[C@H]2CCCN2C(=O)[C@@H](CC(=O)N(CCO)Cc2ccccc2)C/C=C\CC[C@@H]1Cc1ccc(F)cc1	1	x	x	-1	19	x	x	x	-1
Cc1ccc(N(CC(=O)NC2CCCC2)C(=O)CCC(=O)Nc2ccccn2)cc1	1	5	-3.1	-2	1	-3	-3	3	0
COc1ccc(N(CC(=O)NCCSc2ccccn2)S(=O)(=O)c2ccccc2)cc1OC	3	-6	1.9	1	5	3	6	4	3
CCCC1C(C#N)=C(N)Oc2n[nH]c(C(C)(C)C)c21 (configuration not stated)	7	4	0.4	2	20	5	3	12	-1
CC(C)C(=O)Nc1ccc2c(c1)Cc1cc(NC(=O)C(C)C)ccc1-2	4	-3	3.3	2	1	1	5	4	-3
COc1ccc(C2CC(c3ccc(Cl)cc3)=NN2C(=O)c2cccc([N+](=O)[O-])c2)cc1 (configuration not stated)	5	-2	-2.4	3	0	-3	2	-5	5
O=c1nc(-c2ccccc2)c2cc(SC(F)F)ccc2[nH]1	-2	7	-1.3	13	-1	9	-8	8	5
CCOC(=O)C1(Cc2ccc(OC)cc2)CCN(C(=O)[C@@H]2CCCN2C(C)=O)CC1	6	-1	1.3	3	-1	-4	0	4	1
CN(Cc1cnccn1)Cc1nc(Cc2ccccc2F)no1	6	3	0.5	7	1	-2	4	-2	1
Cc1cc(NC(=O)Nc2ccccc2[N+](=O)[O-])n(C)n1	8	-4	1.9	7	4	-2	-2	-4	0
Cc1cc(S(=O)(=O)NCCCN2CCOCC2)c(Cl)cc1Cl	-1	0	-0.3	2	1	6	6	0	0
COc1ccc(CNC(=O)C2CCN(c3nnc(N4CCCC4=O)s3)CC2)cc1	-1	-2	0.6	8	3	-5	3	-1	0
Cc1cc(=O)[nH]c(-n2nc(C)c(Oc3ccccc3O)c2C)n1	6	-1	-3.5	1	2	-2	6	0	6
Cn1nccc1C(=O)N1CCC(Cc2ccccc2)CC1	4	5	1.4	2	-1	-3	2	-1	7
CC1CCN(CCCn2c(SCC(=O)Nc3ccccc3Cl)nc3ccccc3c2=O)CC1	9	-9	-0.6	0	0	10	2	-5	2
COc1ccc(OC)c(C(=O)NC(CC(N)=O)c2ccc(N3CCC(N4CCCCC4)CC3)c([N+](=O)[O-])c2)c1 (configuration not stated)	0	5	0.4	0	4	1	4	1	5
CCn1cc([N+](=O)[O-])c(C(=O)Nc2ccn(Cc3ccccc3F)n2)n1	-1	-6	1.2	3	4	-2	1	-3	5
CCOCCCNC(=O)c1ccc(CS(=O)(=O)c2cccc(C(F)(F)F)c2)o1	0	-4	-2.6	14	3	8	8	0	-6
COc1ccccc1OCC(=O)Nc1nc(-c2ccc(S(=O)(=O)N3CCOCC3)cc2)cs1	-1	-18	3.3	3	-6	-2	3	-16	-4
CCOC(=O)c1sc2nc3n(c(=O)c2c1C)CCC3	-1	-1	0.5	-1	-6	18	6	1	-4
O=C(O)c1cccc2c1C(=O)N(Cc1ccncc1)C2	-3	4	1.8	2	0	-3	-2	2	5
CCOc1ccc(CCNC(=O)COC(=O)/C=C/c2ccc(C)o2)cc1OCC	6	2	-0.6	0	-2	7	3	-1	4
Next section
SMILES	pPAFAH FP inh	PME-1 inh	MEX-5 binding	AHR act	PAFAH1B2 inh	MCL1-BIM inh	Bcl-xL primary	Fam108B counter	GLD-1 TGE inh
COc1ccccc1C(=O)NCc1n[nH]c(=S)n1Cc1ccccc1	-4	4	0.0	12	4	-2	-7	2	-3
COC(=O)COc1cc(Br)c(/C=C2/SC(=O)N(CC(=O)N3CCCC3)C2=O)cc1OC	-6	-1	1.5	7	5	-1	1	1	1
COC(=O)Nc1ccc(Cn2cc(C(F)(F)F)ccc2=O)cc1	0	-6	1.7	3	x	6	8	1	2
COc1ccc(C(=O)OCC(=O)c2c[nH]c3ccccc23)cc1OC	-2	6	x	32	4	-3	-2	x	6
Cc1cc(C(=O)O)ccc1-n1c(C)cc(/C=C(/C#N)C(=O)Nc2ccccc2)c1C	10	-1	-1.9	-2	x	9	10	-1	1
COc1ccc(OCc2cc(C(=O)N3C[C@@H](C)O[C@@H](C)C3)no2)c(Cl)c1	2	4	2.1	6	3	-2	1	3	0
COC(=O)c1ccc(C23CC4(C2)[C@H](CN(Cc2cccnc2)[C@@H]4c2ccccc2)C3c2ccc(C(F)(F)F)cc2)cc1 (some centres not stated)	2	-6	1.4	-1	x	-8	-1	-8	-8
CC1C(=O)C(C)(C)C(=O)OC1c1ccccc1 (configuration not stated)	11	9	4.9	0	3	-1	-3	2	-1
S=C(NCCc1ccccc1)Nc1ccccn1	-3	2	0.4	8	2	-11	-23	6	-2
CCCOP(=O)(c1ccc(N(C)C)cc1)C(O)c1ccc(Cl)cc1 (configuration not stated)	1	-1	-0.4	1	0	-5	7	-2	6
C/C(=N\NC(=O)c1nnn(-c2nonc2N)c1CSc1ccc(Cl)cc1)c1cccnc1	-8	-8	-0.3	26	1	7	2	-5	-8
Cc1ccc2c(c1)N(C(=O)CCC(=O)NCc1cccc(F)c1)CCO2	3	-1	1.0	1	2	3	3	2	1
COc1ccccc1N1CCN(C(=O)CSc2nc3ncnc(N)c3[nH]2)CC1	0	-1	-4.7	1	0	11	7	5	-4
Cc1ccc(S(=O)(=O)N2CCCC(C(=O)NCCc3ccccc3)C2)cc1 (configuration not stated)	-1	-4	-1.3	0	14	5	2	0	2
CN(c1cccc(NC(=O)CN(c2cccc(F)c2)S(C)(=O)=O)c1)S(C)(=O)=O	-3	-4	1.7	1	0	-3	8	1	-5
CC1CCCN(CCS(=O)(=O)c2ccccc2)C1 (configuration not stated)	5	3	x	-1	4	5	-1	1	5
COc1ccc(-c2cc(C(=O)OCC(=O)NC3CC3)c3ccccc3n2)cc1	3	0	x	1	3	-6	1	x	8

3 of the compounds above, with values under each structure.
Every second line gives: pPAFAH FP inh	PME-1 inh	MEX-5 binding	AHR act	PAFAH1B2 inh	MCL1-BIM inh	Bcl-xL primary	Fam108B counter	GLD-1 TGE inh
> COc1ccc(C(=O)OCC(=O)c2c[nH]c3ccccc23)cc1OC
→ -2	6	x	32	4	-3	-2	x	6
> Cc1cc(C(=O)O)ccc1-n1c(C)cc(/C=C(/C#N)C(=O)Nc2ccccc2)c1C
→ 10	-1	-1.9	-2	x	9	10	-1	1
> COc1ccc(OCc2cc(C(=O)N3C[C@@H](C)O[C@@H](C)C3)no2)c(Cl)c1
→ 2	4	2.1	6	3	-2	1	3	0

Only part of the results is shown, so the mix of outcomes need not match the whole.
